Source: PubChem BioAssay
POLI inh: blocks human DNA polymerase iota activity; Pol iota fluorescent replication assay, 10 min; Q9UNA4; Potency, µM (series often up to 115 µM), for the others: at the highest dose activity, negative = inhibition, actives largely listed as inhibitors; actives 1% (n = 390,000)
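Fluorescent replication assay read twice, at 0 min and 10 min after adding 50 nM (final) substrate. Enzyme (10 nM) and compounds were first incubated 15 min at room temperature; enzyme-free buffer wells were negative controls.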
POLB inh: blocks human DNA polymerase beta activity. actives 1.3% (n = 340,000). Potency, µM (highest dose often 114 µM), for the others: at the top dose activity change, negative = inhibition, usual class: inhibitors. Pol beta primer extension/strand displacement, fluorescence kinetic. AID 485314; note: % is set by controls: 0 for no effect and ±100 for the full control effect
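Preincubation: enzyme (10 nM) with compound, 15 min, RT. Reaction: substrate added to 50 nM final. Reads: 0 and 10 min. Analysis: normalized, Hill fit.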
POLK inh: inhibitors of human DNA polymerase kappa; AID 588579; Potency, µM (highest dose often 107 µM), for the others: top-dose activity, negative = inhibition, actives largely listed as inhibitors; purified Pol kappa, fluorescent DNA synthesis assay, 10 min; actives 0.53% (n = 400,000); note: % is set by controls: 0 for no effect and ±100 for the full control effect
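Pol kappa 10 nM + cpd, 15 min RT; start w/ substrate 50 nM final; fluorescence kinetic read, 0 and 10 min. Neg ctrl: buffer, no enzyme.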
APE1 inh: inhibitors of human APE1 endonuclease. P27695. recombinant APE1, TAMRA/BHQ-2 abasic DNA cleavage fluorescence. Potency, µM (top dose mostly 65.8 µM), for inactives: at the highest dose activity change, negative = inhibition, hits mostly inhibitors. actives 0.35% (n = 350,000);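 note: plate controls were vehicle for no effect and reference inhibitor for full effect; nearly all actives have a fitted effect of over 55% in size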
Target sequence (P27695 whole entry, looked up): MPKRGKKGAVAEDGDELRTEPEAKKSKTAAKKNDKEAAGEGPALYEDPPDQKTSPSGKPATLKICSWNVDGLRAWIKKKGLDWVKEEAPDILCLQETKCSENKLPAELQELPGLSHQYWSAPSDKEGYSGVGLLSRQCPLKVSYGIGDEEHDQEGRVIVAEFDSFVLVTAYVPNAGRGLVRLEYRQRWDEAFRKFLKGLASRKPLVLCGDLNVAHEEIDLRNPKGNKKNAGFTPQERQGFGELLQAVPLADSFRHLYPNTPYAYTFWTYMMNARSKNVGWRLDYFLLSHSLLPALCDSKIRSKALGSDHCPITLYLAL
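Compound pre-exposure to 0.75 nM APE1, 15 min at ambient temperature. Reaction initiated with 50 nM TAMRA/BHQ-2 THF substrate, read immediately in kinetic mode, 525 nm excitation, 598 nm emission.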
BLM inh: inhibitors of human Bloom syndrome helicase BLM | P54132 | recombinant BLM DNA unwinding, fluorescence dequenching | Potency, µM (series often up to 56.1 µM), inactives show at the highest dose activity change, negative = inhibition, hits mostly inhibitors | actives 0.2% (n = 350,000) | AID 2528;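 note: plate controls were vehicle for no effect and no enzyme for full effect; nearly all actives have a fitted effect of over 35% in size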
BAZ2B block: inhibitors of human BAZ2B bromodomain; Q9UIF8; AlphaScreen BAZ2B-H3K14Ac peptide displacement; Potency, µM (series often up to 114 µM), for inactives: at the highest dose activity change, negative = inhibition, hits mostly inhibitors; actives 4.4% (n = 360,000); note: % is set by controls: 0 for no effect and ±100 for the full control effect; nearly all actives have a fitted effect of over 60% in size
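Complex of BAZ2B and biotin-H3K14Ac (50 nM apiece) forms over 30 min at RT, then faces library compounds up to 110 uM for another 30 min; AlphaScreen beads added, 20 min dark incubation, luminescence read.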
G9a inh: blocks human histone lysine methyltransferase G9a. Q96KQ7. G9a H3K9 monomethylation, AlphaScreen, 2 h. Potency, µM (titrated, usually from 102 µM), inactives show at the top dose activity, negative = inhibition, hits mostly inhibitors. actives 8.8% (n = 350,000); note: % is set by controls: 0 for no effect and ±100 for the full control effect; nearly all actives have a fitted effect of over 75% in size
Target sequence (Q96KQ7 913-1193 limits assumed): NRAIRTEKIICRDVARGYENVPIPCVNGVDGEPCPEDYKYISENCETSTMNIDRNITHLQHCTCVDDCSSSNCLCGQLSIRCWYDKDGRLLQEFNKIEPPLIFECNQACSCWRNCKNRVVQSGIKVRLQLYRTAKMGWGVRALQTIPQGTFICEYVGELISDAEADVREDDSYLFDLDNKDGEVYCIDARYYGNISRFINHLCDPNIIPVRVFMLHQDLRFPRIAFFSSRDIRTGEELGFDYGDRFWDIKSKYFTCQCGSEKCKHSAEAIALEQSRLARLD
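Methyltransferase reactions run at room temperature for 2 h (20 nM enzyme, 500 nM biotin-H3K9 peptide, 20 uM SAM) after a 15 min compound preincubation; product detected by AlphaScreen beads and anti-H3K9me1 antibody.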
POLH inh: DNA polymerase eta (human) inhibition; AID 588591; Q9Y253; recombinant Pol eta, fluorescent DNA replication assay; actives 1.2% (n = 390,000); Potency, µM (series often up to 114 µM), without a hit: at the highest dose activity change, negative = inhibition, hits mostly inhibitors; note: % is set by controls: 0 for no effect and ±100 for the full control effect
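Pol eta (10 nM) was preincubated with compounds for 15 min at room temperature, after which fluorescent replication substrate (50 nM final) was added to start the reaction. Fluorescence was read kinetically at 0 and 10 min.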
Anesthetic bind: binds horse apoferritin like a general anesthetic. Potency, µM (titrated, usually from 77.5 µM), for the others: at the top dose activity change, negative = displacement, actives largely listed as inhibitors. apoferritin/1-aminoanthracene competitive binding, fluorescence. actives 0.074% (n = 350,000). P02791; note: % is set by controls: 0 for no effect and ±100 for the full control effect; nearly all actives have a fitted effect of over 20% in size
Target sequence (P02791 2-175 limits assumed): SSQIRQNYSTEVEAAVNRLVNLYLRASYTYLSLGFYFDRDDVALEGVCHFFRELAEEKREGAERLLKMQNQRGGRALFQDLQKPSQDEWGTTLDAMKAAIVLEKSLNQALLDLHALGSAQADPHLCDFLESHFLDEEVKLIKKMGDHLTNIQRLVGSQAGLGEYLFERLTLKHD
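In PBS, apoferritin at 10 uM is loaded with 1-AMA from a 50% saturated solution. After 10 min of compound exposure at ambient temperature, reduced 535 nm fluorescence indicates probe displacement.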
* hit, by the source's call; ? = inconclusive; nt = not tested or not shown; ! = not active in a repeat; [ ] = remark or other dose. Calls come from the whole dose curve; as a rule, active = well fitted curve in the direction sought with a large enough effect; inconclusive = small, poorly fitted or top-dose-only effect, or another doubt; inactive = no such curve, though single readings can be large; an effect the other way counts as inactive or inconclusive. Potency is the fitted concentration of half-maximal effect. Only part of the results is shown, so the mix of outcomes need not match the whole.

SMILES	POLI inh	POLB inh	POLK inh	APE1 inh	BLM inh	BAZ2B block	G9a inh	POLH inh	Anesthetic bind
CC(C)N(Cc1ccccc1)C(=O)CN1C(=O)NC(Cc2ccccc2)(c2ccccc2)C1=O (centres undefined)	2%	-12%	-13%	10%	-9%	-24%	9%	-18%	-9%
N#Cc1nc(Nc2cc(F)cc(F)c2)c2ncn(CC(F)F)c2n1	-16%	nt	4%	23%	nt	-10%	2%[2.33 µM]	-7%	nt
CNC(=O)COc1coc(CN2CCN(C(=O)c3ccco3)CC2)cc1=O	70%[activator]	nt	-3%	36%	nt	0%	8%[0.501 µM]	-10%	nt
Cn1c(=S)[nH]c2c(c1=O)C(C)(C)Cc1ccccc1-2	13%	-23%	-14%	2%	-10%	?	-51%	-8%	-17%
Cc1ccc(NC(=O)C2CCN(c3cc(C)nc4c(-c5ccc(Cl)cc5)c(C)nn34)CC2)c(C)c1	43%[activator]	15%	-2%	nt	-3%	-36%	4%[59 µM]	-11%	-3%
O=C(CCc1ccccc1)NC1C2CC3CC(C2)CC1C3 (centres undefined)	28%	27%	5%	4%	-2%	5%	22%	-21%	?
CC(C)N=C(N)/N=C(\N)Nc1ccc(Cl)cc1	nt	nt	-3%[12 µM]	-6%[21 µM]	-13%[21.4 µM]	nt	13%[21.5 µM]	nt	3%[29.3 µM]
O=C(c1ccc(S(=O)(=O)N2CCCCCC2)cc1)N1CCCC(C(F)(F)F)C1 (centres undefined)	15%	nt	-2%	22%	nt	-3%	-8%	-18%	nt
Cc1cnc(-c2nnc(N(C)C(=O)C3CCOC3)s2)cn1 (centres undefined)	7%	42%	-7%	18%	0%	3%	-6%[2.33 µM]	-5%	4%
CCc1ccccc1NC(=S)N(CCCN(C)C)Cc1cc2cc3c(cc2[nH]c1=O)OCO3	99%[activator]	-2%	3%	0%	1%	-11%	12%[12.7 µM]	-9%	-6%
Cc1ccc(N2CC(NC(=O)c3cccs3)CC2=O)cc1 (centres undefined)	-23%	-22%	-2%[60.1 µM]	nt	-1%	-17%	4%[59 µM]	-20%	-2%
O=S(=O)([O-])C/C(=C\c1ccc(Cl)cc1)c1cc[n+](CCO)cc1	18%	36%	-11%	4%	1%	-3%	-3%	-3%	-2%
Cc1cc(C)nc(NC2=NCC(=O)N2c2ccc(F)c(Cl)c2)n1	-8%	-8%	9%	2%	-1%	10%	16%[59 µM]	-13%	-3%
c1ccc(C2CSc3ccccc3N2)cc1 (centres undefined)	9%	-10%	-8%	-6%	-4%	?	8.9µM*	-8%	3%
O=C1CCCCC1Sc1nnc(Cc2cccs2)n1CCc1ccccc1 (centres undefined)	?	?	-14%	1%	-4%	-8%	-25%[59 µM]	-18%	-22%
O=c1cc(-c2ccccc2)[nH]c2nc(Cl)ccc12	-6%[58.9 µM]	-4%[57.1 µM]	3%[60.1 µM]	1%	nt	nt	20µM*!	-5%[57.1 µM]	nt
O=C(/C=C/c1c(Cl)cccc1Cl)N1CCN(c2ncccn2)CC1	-6%	-2%	-10%	18%	1%	-9%	-33%[12.7 µM]	-10%	-17%
CCCCC/C=C\C=C\[C@H](O)CCCCCCCC(=O)O	nt	nt	6%[19.4 µM]	4%	nt	nt	25%[59 µM]	nt	0%
Fc1ccc2nc(Nc3nc4cc5c(cc4s3)OCO5)sc2c1	?	?	-5%	-1%	-5%	-2%	4%[59 µM]	-22%	43%[activator]
CCOC(=O)C1=CC[C@H]2c3c(c4ccccc4n3C)C(=O)C1N2C(=O)OC(C)(C)C	13%	nt	-17%	-4%	nt	-26%	2%[0.501 µM]	-14%	nt
CCN1CCN(c2ccc(NC(=O)c3cnccn3)cc2)CC1	nt	12%	nt	0%	-2%	-12%	-8%	nt	-3%
Cc1ccc(NC(=O)CSc2ccc3nnc(CCNC(=O)c4ccccc4)n3n2)c(C)c1	100%[activator]	3%	-3%	4%	5%	-3%	24%[59 µM]	-14%	3%
Clc1ccccc1-c1nc2ccccc2c2nc3ccccc3n12	13%	-3%	-2%	2%	-7%	-36%	5%[59 µM]	-12%	-20%
O=C(NC(C(=O)c1ccccc1)N1CCCCC1)c1ccccc1 (centres undefined)	6%	-2%	-7%	15%	-2%	5%	?	-3%	-11%
CC(C)C(C)NC(=O)COc1ccc(-c2ccccc2)cc1 (centres undefined)	?	4%	3%	-1%	-6%	-5%	9%[59 µM]	-18%	?
CCCOc1ccc(C(=O)NCC(c2ccco2)N(C)C)cc1 (centres undefined)	18%	-10%	-7%	3%	4%	-9%	11%[59 µM]	-20%	-1%
Cc1ccc(NC(=O)CCN2CCN(C/C=C/c3ccccc3)CC2)cc1	-1%	2%	-1%	-1%	2%	-34%	?	-1%	-7%
CC(=O)NCCC(=O)N1CCc2c([nH]c3ccccc23)C1c1cccc(Cl)c1 (centres undefined)	30%	35%	-18%	8%	-7%	?	-1%[0.501 µM]	-22%	-1%
C=CCOc1ccc(C2C(C#N)=C(N)N(Nc3ccccc3)C3=C2C(=O)CC(C)(C)C3)cc1OC (centres undefined)	-12%	?	-18%	-6%	-14%	?	nt	?	-12%
NS(=O)(=O)c1ccc(NCc2cc(Cl)ccc2OCc2ccc(F)cc2)cc1	-16%	-20%	3%	?	-6%	-10%	-11%[59 µM]	-19%	-11%
Cc1cc(/C=C2/C(=N)N3C(=NC2=O)SN=C3S(C)(=O)=O)c(C)n1-c1ccccc1F	?	5%	-13%	23%	-11%	45µM*	50µM*	79µM*	-6%
CCCn1c(C)nnc1SCC(=O)NC1CCCCC1	33%[activator]	79%	4%	25%	-1%	6%	100%[activator]	-20%	-9%
O=[N+]([O-])c1ccc(SCCO)nc1SCCO	4%	0%	-8%	?	-2%	24%	nt	1%	0%
COc1ccc(CCn2c(=S)[nH]c3ccc(N4CCOCC4)cc3c2=O)cc1OC	58%[activator]	?	-3%	?	-7%	-26%	18µM*	-24%	-9%
Cc1cnc(NC(=O)C(C)N2C(=O)C3CC=CCC3C2=O)s1 (centres undefined)	15%	0%	2%	2%	1%	10%	-5%	-9%	5%
COc1ccc(N(CC(=O)NCc2ccc(F)cc2)C(=O)c2snc(C(N)=O)c2N)cc1OC	119%[activator]	5%	-2%	5%	-5%	0%	17%	0%	-13%
O=C(O)CN1C(=O)/C(=C\c2cccc(OCc3ccccc3)c2)SC1=S	-28%	-1%	-17%	41%	-7%	56µM*	-4%[0.501 µM]	-17%	?
COc1ccc2cc(C(=O)NCCO)sc(=O)c2c1OC	31%[activator]	-26%	-12%	0%	-1%	3%	12%[59 µM]	-10%	-3%
O=c1[nH]cnc2cc(Cl)ccc12	0%	-6%	-6%	-1%	-1%	1%	50µM*	0%	-7%
Cc1ccccc1CN1C(=O)c2ccccc2Sc2ccc(C(=O)N3CCCC3)cc21	-20%	4%	-14%[60.1 µM]	nt	-4%	-13%	-3%[59 µM]	-14%	-5%
COc1ccccc1OCCOC(=O)Nc1ccccc1	23%	8%[57.1 µM]	0%	12%	0%	8%	21%	-3%	-14%
COc1ccccc1-c1nc(SCC(=O)O)n[nH]1	-7%	1%	11%	3%	-1%	3%	-45%[59 µM]	-10%	-1%
O=C1C(Cl)=C(NC(=O)c2ccccc2)C(=O)C(Cl)=C1NC(=O)c1ccccc1	1.6µM*	-12%	-12%	19%	-8%	?	1.3µM*	-10%	-1%
